# miR122 inh: blocks miR-122 activity in Huh7 sensor cells; Huh7 miR-122 Renilla luciferase sensor, 48 h; neutral wells = 0, positive control = 100; activation (reporter increase), % at 12.5 µM; 340,000 compounds, 0.3% hits; AID 602342;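 active = mean replicate activation score at least 90 and every replicate individually at or above 90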;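 note: higher luciferase means less miR-122 activity so hits act as miR-122 inhibitors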
# C2C12 statin: suppressors of simvastatin-induced myotoxicity in C2C12 myotubes. ATP luminescence, 48 h; scaled: DMSO 0, geranylgeraniol control 100. rescue of ATP level, % at 7.49 µM. 330,000 compounds, 0.78% hits. AID 602340;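 active = mean ATP rescue above about 67%, or every replicate alone reaching that limit, limit read from the data, passing the limit was not always enough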;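 note: myotubes were challenged with 10 µM simvastatin during compound exposure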
# SIRT5 inh: sirtuin-5 (human) deacylase inhibition; 330,000 compounds, 1.1% hits; Purified SirT5, succinyl-peptide AMC, trypsin-coupled fluorescence; Q9NXA8; inhibition, % at 15 µM; in the data active = inhibition above about 15%
# Target sequence (Q9NXA8 whole entry, looked up): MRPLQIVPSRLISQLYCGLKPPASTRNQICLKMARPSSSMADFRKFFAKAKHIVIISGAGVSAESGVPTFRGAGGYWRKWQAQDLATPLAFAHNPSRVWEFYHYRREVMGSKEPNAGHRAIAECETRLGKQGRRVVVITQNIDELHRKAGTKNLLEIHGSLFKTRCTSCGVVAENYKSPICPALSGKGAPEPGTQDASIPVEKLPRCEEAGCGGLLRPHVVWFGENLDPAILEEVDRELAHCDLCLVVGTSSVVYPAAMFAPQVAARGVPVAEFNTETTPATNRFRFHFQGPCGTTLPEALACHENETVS
# ARNT-TACC3 inh: ARNT/TACC3 interaction disruption; Q9Y6A5; AlphaScreen His-ARNT PAS-B/GST-TACC3 binding, luminescence; TACC3 fragment carries E629A point mutation; inhibition, % at 9.99 µM; 390,000 compounds, 0.66% hits;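 active = mean inhibition of replicates at least 50% and at least half of replicates each reaching 50%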;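 note: 0% = complete ARNT plus TACC3 wells and 100% = ARNT alone without TACC3; many hits fall short of the cut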
# Cneo AK release: Cryptococcus neoformans lysis via adenylate kinase release. C. neoformans lysis, adenylate kinase release luminescence, 4 h; normalised: neutral wells 0, clomiphene wells 100. lysis activity, % at 15 µM. 360,000 compounds, 0.2% hits. AID 651654;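 active = mean lysis activity across replicates of at least 80%, whatever share of replicates individually reach that level; inactive = mean lysis activity below 80%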
#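 Schedule: static 4 h at 37 °C with compound, 1 h detection; system: C. neoformans cells; benchmarks: Clomiphene as positive control; buffer or medium: fresh YPD medium; measure: luminescence rise reflecting yeast cell lysis; measured by: luminescent adenylate kinase detection reagent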
# esBAF inh: inhibitors of esBAF chromatin remodeling in mouse ES cells. Bmi1-luciferase knock-in reporter, 24 h; 100% = twice the neutral-well signal. reporter increase, % at 12.5 µM. 350,000 compounds, 2% hits; in the data active = activation above about 40%;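 note: 0% = median of the plate's neutral control wells and 100% = double that signal; a rise in the Bmi1 reporter signal indicates esBAF inhibition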
# ERp5 inh: ERp5 (human) disulfide isomerase inhibition; AID 651711; inhibition, % at 9.99 µM; 350,000 compounds, 0.05% hits; ERp5 insulin aggregation, absorbance 650 nm, 90 min; Q15084;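 active = mean replicate inhibition above about 25%, with every replicate also reaching it, limit read from the data, passing the limit was not always enough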
# Target sequence (Q15084 whole entry, looked up): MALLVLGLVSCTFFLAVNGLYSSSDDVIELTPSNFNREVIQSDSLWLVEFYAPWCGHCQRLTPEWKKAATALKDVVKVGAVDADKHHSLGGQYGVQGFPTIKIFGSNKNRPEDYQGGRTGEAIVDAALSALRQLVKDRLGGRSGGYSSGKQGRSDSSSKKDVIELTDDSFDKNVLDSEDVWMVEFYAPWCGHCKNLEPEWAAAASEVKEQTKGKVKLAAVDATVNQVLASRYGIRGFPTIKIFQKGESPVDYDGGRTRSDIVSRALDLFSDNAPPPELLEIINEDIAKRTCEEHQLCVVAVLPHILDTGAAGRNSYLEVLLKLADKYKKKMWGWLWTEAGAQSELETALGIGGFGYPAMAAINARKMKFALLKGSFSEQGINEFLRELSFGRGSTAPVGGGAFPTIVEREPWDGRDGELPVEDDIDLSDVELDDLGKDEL
# The depositor's hits bear a star; . = no result given; & = joins results of further samples; [ ] = another dose, or the depositor's remark.
SMILES,miR122 inh,C2C12 statin,SIRT5 inh,ARNT-TACC3 inh,Cneo AK release,esBAF inh,ERp5 inh
CC(C)(C)OC(=O)N1CCc2onc(-c3ccc(N)cc3)c2C1=O,9,-4,2,.,.,16,-1
c1ccc2c(CCc3ccncc3)cccc2c1,-6,5,0,-19,.,-13,-2
CCc1c(C(=O)N/N=C/c2sccc2C)nnn1-c1nonc1N,-6,0,-3,-3,-1,12,0
C[C@H](O)C#Cc1cnc2c(c1)C(=O)N([C@H](C)CO)C[C@@H](C)[C@H](CN(C)Cc1cncnc1)O2,1[16.7 µM],32,4,-1,43,-6,-3
CC(C)Cc1nc2sc3c(c2c(=O)n1N)CC(C)(C)OC3,2,.,-5,2,-1,.,14
O=C(NCC[C@@H]1CC[C@@H](NC(=O)c2cnccn2)[C@@H](CO)O1)Nc1ccc(F)cc1,.,12,0,-3,-4,-5,3
CC(C)(C)[C@@H]1COC(=O)[C@@H](Cc2ccc(F)cc2)C/C=C\C[C@H](CC(=O)N(CCO)Cc2ccccc2)C(=O)N1,.,2,.,5,1,-11,2
CCn1cc(C(C)NC(=O)Nc2ccccc2C(=O)OC)c(C)n1 (configuration not stated),-5,.,4,.,.,.,-1
CCO[C@H]1OC(C(=O)NC2CC2)=C[C@@H](c2ccc(Br)cc2)[C@@H]1CCCO,2,-13,-3&-4,-8&-2,-4&1,4,2&6
Cc1nc(SCC(=O)NNC(=O)c2ccc(F)cc2)c2ccccc2n1,6,1,0,8,-1,-2,2
C[C@H]1CN([C@@H](C)CO)C(=O)Cc2cc(NS(=O)(=O)c3cccs3)ccc2O[C@@H]1CN(C)S(=O)(=O)c1cccs1,-2[16.7 µM],5,.,.,.,-3,.
Cc1ccsc1-c1nc(CSCC(=O)NCCN2CCCC2)c(C)o1,-14,-1,.,-2,1,-6,.
O=C(Nc1ccc(S(=O)(=O)N2CCCC2)cc1)c1cccnc1Cl,.,.,-1,-3,.,.,2
CC(COc1ccccc1)N1CCC(CO)(CCc2ccccc2)CC1 (configuration not stated),2,-9,-3,.,0,-8,-4
Nc1nc2c(ncn2[C@@H]2O[C@H](CNCc3ccc4ncccc4c3)[C@@H](O)[C@H]2O)c(=O)[nH]1,1,-19,1,.,-1,11,-5
Cc1cccnc1NC(=O)CNC(=O)c1ccccc1,-1,9,-2,0,-1,-4,-4
CCn1c(CNC(=O)C(C)(C)C)nc2ccccc21,3,-11,-9,-2,-1,-4,-4
O=C(C[C@H]1C[C@@H]2c3cc(NS(=O)(=O)c4ccc(F)cc4)ccc3O[C@@H]2[C@H](CO)O1)NCc1ccc(Cl)cc1,-4[16.7 µM],10,0,7,-2,2,-12
Cc1nc2sc(C(c3cccc(F)c3)N3CCN(C(=O)c4ccco4)CC3)c(O)n2n1 (configuration not stated),-27,.,.,-1,-1,.,.
Cc1ccc(O)c(-c2[nH]ncc2C(=O)c2ccc(Br)cc2)c1,.,-1,-2,32,-1,-2,-1

# As entered above.
# SIRT5 inh with C[C@H](O)C#Cc1cnc2c(c1)C(=O)N([C@H](C)CO)C[C@@H](C)[C@H](CN(C)Cc1cncnc1)O2 → 4
# miR122 inh with CC(C)Cc1nc2sc3c(c2c(=O)n1N)CC(C)(C)OC3 → 2

# Back to the main list; the 5 compounds before the break are reprinted first.
SMILES,miR122 inh,C2C12 statin,SIRT5 inh,ARNT-TACC3 inh,Cneo AK release,esBAF inh,ERp5 inh
Cc1cccnc1NC(=O)CNC(=O)c1ccccc1,-1,9,-2,0,-1,-4,-4
CCn1c(CNC(=O)C(C)(C)C)nc2ccccc21,3,-11,-9,-2,-1,-4,-4
O=C(C[C@H]1C[C@@H]2c3cc(NS(=O)(=O)c4ccc(F)cc4)ccc3O[C@@H]2[C@H](CO)O1)NCc1ccc(Cl)cc1,-4[16.7 µM],10,0,7,-2,2,-12
Cc1nc2sc(C(c3cccc(F)c3)N3CCN(C(=O)c4ccco4)CC3)c(O)n2n1 (configuration not stated),-27,.,.,-1,-1,.,.
Cc1ccc(O)c(-c2[nH]ncc2C(=O)c2ccc(Br)cc2)c1,.,-1,-2,32,-1,-2,-1
c1ccc(-c2nccc3ccccc23)cc1,.,.,-3,-6,.,.,2
COc1cc(C(=O)Nc2cc(S(=O)(=O)N3CCOCC3)ccc2N2CCOCC2)cc(OC)c1C,8,12,0,-6,0,8,-1
N#Cc1c(-c2ccccc2)nc(SCC(=O)N2c3ccccc3Sc3ccccc32)[nH]c1=O,.,.,9,3,.,.,-6
Cn1nccc1C(=O)NC1CC(C)(C)Cc2c1cnn2-c1ccc(F)cc1 (configuration not stated),6,-1,0,-3,1,3,-5
CC(=O)c1nc2ccccc2n1Cc1ccccc1,-11,-2,-3,-1,-1,3,-2
O=C(CN1CCCC1)Nc1ccc(Br)cc1[N+](=O)[O-],-7,2,-6,10,1,13,-1
CC(CNc1nc2ccccc2n2cnnc12)c1ccccc1 (configuration not stated),-2,3,-4,-7,0,-1,1
CCOC(=O)Nc1ccc2c(c1)N(C(=O)CCN(CC)CC)c1ccccc1CC2,.,-4,.,13,1,8,1
C=CCNC(=O)COCc1cc(-c2ccc3c(c2)OCO3)on1,.,1,-5,-8,-3,18,-2
C[C@@H]1CN([C@H](C)CO)C(=O)c2cc(N(C)C)ccc2O[C@H]1CN(C)S(=O)(=O)c1ccccc1,3[16.7 µM],-38,33*,0,-2,-6,-7
C[C@@H]1CCCCO[C@@H](CN(C)C(=O)CCC(F)(F)F)[C@@H](C)CN([C@H](C)CO)C(=O)c2cc(NC(=O)CCCN(C)C)ccc2O1,2[16.7 µM],.,.,10,-1,3,.
O=C(NN1CC(C(=O)OCc2ccc(Br)cc2)CC1=O)c1ccccc1 (configuration not stated),.,6,1,-17,7,-4,2
Cc1ccc(N/N=C(\C#N)C(=N)N2CCOCC2)cc1,.,.,2,1,.,.,-1
Cc1noc(C)c1S(=O)(=O)N(C)C[C@H]1OCc2cn(nn2)CCCC(=O)N([C@H](C)CO)C[C@@H]1C,-1,2&-10,-3&-1,-6,0&0,-2&-2,0&4
C[C@@H]1CCCCO[C@H](CN(C)C)[C@H](C)CN([C@H](C)CO)C(=O)c2cc(NC(=O)C3CCCCC3)ccc2O1,-2[16.7 µM],-5,-2,10,0,2,-4
COc1cc(/C=C/c2ccc3c([N+](=O)[O-])cccc3n2)ccc1OCC(=O)O,-5,-2,9,20,-3,8,3
CCSC(SCC)[C@H](O)[C@@H](O)[C@H](O)[C@H](O)CO,-2,-6,-4,-3,3,5,4
O=C(c1c(F)cccc1F)N(Cc1ccccn1)C1CC1,-4,-3,.,.,-1,-14,.
C[C@H]1CN([C@@H](C)CO)C(=O)Cc2cc(NC(=O)Nc3ccc(C(F)(F)F)cc3)ccc2O[C@H]1CN(C)C(=O)NC1CCCCC1,-9[16.7 µM],48,1,.,-1,2,-1
COc1cc(C(O)c2nc(-c3ccccc3)cs2)ccc1F (configuration not stated),-1,7,.,.,-2,3,-5
COC(=O)[C@H](C)NC(=O)N1CCC(Cc2ccccc2)CC1,-5,7,-5,6,3,0,5
COc1cccc(S(=O)(=O)N2CC[C@@H]3[C@H]2c2cc(-c4ccc(C#N)cc4)ccc2N[C@@H]3CO)c1,4[16.7 µM],-13,.,-25,-12,3,.
COc1ccc2nc(SCC(=O)NC3CCCC3)c(C)cc2c1,71,-7,-2,.,2,-7,3
O=C(Cc1cccs1)Nc1nnc(C2CC2)s1,-7,4,-2,-5,1,-1,1
C[C@@H]1CN([C@H](C)CO)S(=O)(=O)c2ccc(C#C[C@@H](C)O)cc2O[C@@H]1CN(C)C(=O)Cc1ccccn1,7[16.7 µM],0,2,3,-5,3,0
CC(=O)c1sc(NC(=O)CCS(=O)(=O)c2ccc(C)cc2)nc1C,11,-8,1,-5,2,-6,-7
COc1ccccc1C(=O)N1CCCN(C(=O)c2ccccc2OC)CC1,-4,-1,.,-4,-5,1,.
COC(=O)c1ccc(NC(=O)COC(=O)c2nc3nccc(C)n3n2)cc1,-3,.,2,-2,.,.,-1
CCc1noc(C)c1C(=O)N1CC(C)SC1=Nc1ccc(Cl)cc1 (configuration not stated),4,-4,-2,4,-1,16,-5
Cc1c(C(=O)Nc2ccncc2)sc2nc(-c3ccccc3)cn12,-8,-14,-2,-1,0,-5,2
Cc1ccc(NNC(N)=S)cc1Cl,-2,18,-3,6,4,-6,-9
C[C@@H]1CN([C@@H](C)CO)C(=O)c2cccc(NC(=O)c3ccc(-c4nccs4)cc3)c2O[C@H]1CN(C)S(=O)(=O)c1ccc(F)cc1,6[16.7 µM],33,12,-2,4,1,-4
CCCN(CCC)CCCNC(=O)C1c2cc(OC)c(OC)cc2C(=O)N(C)C1c1cccs1 (configuration not stated),3,.,.,26,0,.,.
COc1ccc(S(=O)(=O)N2CCN(C(=O)c3cc(C)oc3C)CC2)cc1,.,.,-2,1,.,.,-3
Cc1ccc(Cn2c(C(C)Nc3nc(-c4ccc(C)cc4)cs3)nc3cc(Cl)c(Cl)cc32)cc1 (configuration not stated),-2,19,.,2,10,4,.
O=C(NCCc1ccc(Cl)cc1)C1CCC(=O)N1C1CCCC1 (configuration not stated),-3,-6,.,0,0,-5,.
COc1ccc(NC(=O)Nc2ccc3c(c2)C(=O)N([C@H](C)CO)C[C@H](C)[C@@H](CN(C)Cc2ccc(Cl)c(Cl)c2)OCCCC[C@H](C)O3)cc1,8[16.7 µM],.,9,9,1,-3,-13
C[C@H](CO)N1C[C@H](C)[C@@H](CN(C)S(=O)(=O)c2cccs2)Oc2ccc(NC(=O)C3CCCCC3)cc2CC1=O,6[16.7 µM],11,-2,0,1,3,-1
Cc1ccc(C)n1-c1ccc(C(=O)NC2CCN(Cc3ccccc3)CC2)cc1,-4,.,.,3,-5,.,.
CNC(=O)NC(=O)CSc1ccc(S(=O)(=O)N2CCOCC2)cn1,-7,1,-2,-3,1,-4,9
CSCCC(NC(=O)C12CC3CC(CC(C3)C1)C2)C(=O)OCC(=O)c1ccc(C)cc1 (configuration not stated),.,.,-2,-3,.,.,1
C=CCNC(=O)c1c(CSc2ccccc2)noc1C(=O)NCc1ccccc1,1,4,-7,-17,1,3,-1
O=C(Nc1ccc(Cl)cc1)OCc1cn(-c2ccc(Cl)cc2)nn1,-3,.,.,-2,-1,3,.
CCOc1ccc(N(Cc2nnc3n2CCCCC3)C(=O)Nc2cccc(C)c2)cc1,-5,16,1,-1,4,-2,2
CC(C)c1nc(=S)c2ccccc2[nH]1,0,.,.,6,9,-5,.
CCNc1nc(NCC)n2c(SCC(=O)Nc3ccc(C(F)(F)F)cc3[N+](=O)[O-])nnc2n1,2,.,.,-5,-4,.,.
CCOc1ccc(NC(=O)CC2C(=O)N(c3ccc(OC)cc3)C(=O)N2CCc2ccc(OC)c(OC)c2)cc1 (configuration not stated),0,-6,5,.,1,-2,10
Clc1c2c(nc3ccccc13)CCC2,-3,-3,-2,2,1,10,-1
COc1ccc(NC(=O)c2ccco2)cc1NC(=O)c1ccc(C#N)cc1F,.,.,-3,-4,0,.,-10
COc1cc(N=c2ssnc2Cl)c(OC)cc1Cl,3&-12,27&-6,6,3&1,1&-1,1&-3,0
C[C@H](CO)N1C[C@H](C)[C@H](CN(C)C(=O)Nc2ccccc2)Oc2ccc(NC(=O)Cn3cnnn3)cc2C1=O,-5[16.7 µM],.,3,-5,3,2,15
Cc1cccc(CN2CCC(CNC(=O)Nc3ccccc3F)CC2)c1,.,.,-2,-45,.,.,2
CNCc1c(OCc2ccc(F)cc2)ccc2ccccc12,-3,-6,-2,-1,0,-3,0
CCC(C(=O)NCc1ccccc1OC)c1ccccc1 (configuration not stated),2,.,0,-7,.,.,5
COc1ccccc1CNC(=O)C1CCC(CNS(=O)(=O)c2ccc(F)cc2)CC1 (configuration not stated),.,6,21*,28,-1,1,6
Cc1c(C)n(C(=O)CN2CCN(c3ccccn3)CC2)c2ccccc12,-6,0,.,2,-1,1,.

# High-throughput results from PubChem BioAssay.

# Rows are unselected, and some 4% of all compounds hit somewhere here.
